# MEP2-GFP yeast: modulators of MEP2-GFP levels in yeast, primary screen, S. cerevisiae, multiplex flow cytometry, MLPCN library; GFP response vs DMSO, % at 10 µM; actives 0.51% (n = 330,000); S. cerevisiae MEP2-GFP strain, 3 h; 100% = DMSO control level;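 active = GFP response versus DMSO above a set limit, roughly screen mean plus 3 SD, cut at about 180% in these data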;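 note: median GFP fluorescence of the barcode-gated MEP2-GFP cells per well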
# AHR activator: AHR activators, primary screen, cell-based, luminescence, luciferase reporter, human; Aryl hydrocarbon receptor (Homo sapiens), P35869; AHR-responsive luciferase reporter cells; activation, % at 5 µM; actives 2.5% (n = 320,000); AID 2796, 2010; in the data active = activation above about 47%;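 note: 0% = vehicle wells and 100% = reference agonist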
# Target sequence (P35869 whole entry, looked up): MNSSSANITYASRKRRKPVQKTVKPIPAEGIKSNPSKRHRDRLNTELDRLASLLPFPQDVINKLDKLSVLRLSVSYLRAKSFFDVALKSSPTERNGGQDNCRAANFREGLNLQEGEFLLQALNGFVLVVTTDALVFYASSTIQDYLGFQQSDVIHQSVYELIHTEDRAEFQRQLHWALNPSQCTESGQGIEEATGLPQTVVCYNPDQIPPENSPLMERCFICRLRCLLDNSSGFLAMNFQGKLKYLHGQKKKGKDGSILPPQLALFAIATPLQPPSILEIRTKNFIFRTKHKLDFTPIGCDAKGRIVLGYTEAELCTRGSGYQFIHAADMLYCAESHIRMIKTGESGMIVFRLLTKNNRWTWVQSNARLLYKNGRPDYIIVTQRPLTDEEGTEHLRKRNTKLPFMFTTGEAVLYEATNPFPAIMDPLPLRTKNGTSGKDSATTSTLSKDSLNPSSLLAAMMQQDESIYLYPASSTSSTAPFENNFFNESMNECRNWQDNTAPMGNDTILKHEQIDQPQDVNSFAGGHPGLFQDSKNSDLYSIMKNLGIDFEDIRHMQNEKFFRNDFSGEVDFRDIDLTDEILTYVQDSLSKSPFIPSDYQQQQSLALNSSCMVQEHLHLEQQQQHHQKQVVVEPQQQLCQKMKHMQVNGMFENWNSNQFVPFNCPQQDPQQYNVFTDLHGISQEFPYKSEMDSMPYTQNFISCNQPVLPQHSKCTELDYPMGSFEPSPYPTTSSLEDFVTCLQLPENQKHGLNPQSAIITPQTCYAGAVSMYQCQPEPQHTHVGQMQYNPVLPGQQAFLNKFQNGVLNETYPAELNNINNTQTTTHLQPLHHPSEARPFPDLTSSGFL
# proCasp3 act: activators of human procaspase-3 D3A mutant, primary screen, biochemical, absorbance, PC-3 D3A mutant, single concentration; recombinant procaspase-3 D3A, Ac-DEVD-pNA absorbance 405 nm; activation, % at 8.5 µM; actives 0.11% (n = 330,000);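 active = activation above the mean of all tested compounds plus 3 SD, cut at about 21% in these data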;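 note: 0% = DMSO alone and 100% = DMSO wells spiked with extra 5 µM PC-3 D3A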
#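 Assay system – Procaspase-3 D3A mutant, all three cleavage aspartates alanine · Controls – DMSO-only low control, 5 µM PC-3 D3A high control · Schedule – 1 h compound preincubation, 2 h substrate hydrolysis at 25 °C · Signal – 405 nm absorbance of p-nitroaniline, reads at 0 and 120 min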
# GASC-1 inh: inhibitors of GASC-1 histone demethylase, primary screen, biochemical, fluorescence, DELFIA europium; GST-JMJD2C(1-420) H3K9me3 demethylation; actives 0.069% (n = 330,000); inhibition, % at 2.35 µM;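 active = more than half of a compound's replicate wells show inhibition beyond 50%, single wells judged on their own value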;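 note: signal counts dimethyl H3K9 product captured on neutravidin plate; 0% = median of DMSO wells and 100% = 0.3 times that DMSO median; strong numbers were not always called active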
# LAP4 TOR yeast: modulators of LAP4-GFP expression in yeast, primary screen, S. cerevisiae, multiplex flow cytometry, MLPCN library. actives 0.34% (n = 320,000). GFP response vs DMSO, % at 10 µM. 3 h; median GFP as percent of DMSO wells;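 active = GFP response vs DMSO above a set limit, about the screen mean plus 3 SD, cut at about 150% in these data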
# RPL19A-GFP yeast: RPL19A-GFP expression modulators in yeast, primary screen, cell-based, S. cerevisiae, multiplex flow cytometry, MLPCN | percent response vs DMSO, % at 10 µM | S. cerevisiae RPL19A-GFP strain, 3 h; hits give low values | actives 0.3% (n = 330,000);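 active = percent response vs DMSO below 50%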;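 note: median channel GFP fluorescence of the barcoded RPL19A-GFP strain; ratio of sample median GFP to plate DMSO average so 100% = DMSO; lower means less RPL19A-GFP as with rapamycin TOR inhibition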
# procasp7 counter: procaspase-7 activators, primary screen, counter-screen for procaspase-3 activator project, biochemical, absorbance, HTS, human; recombinant procaspase-7, Ac-DEVD-pNA absorbance 405 nm; D23A/D198A/D206A triple mutant, cannot self-cleave; scale: DMSO 0, 5 µM enzyme 100; actives 0.093% (n = 330,000); AID 463210, 2010; Caspase-7 (Homo sapiens), P55210; activation, % at 8.5 µM;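 active = percent activation above the screen-wide mean plus 3 SD, cut at about 25% in these data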
#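 buffer or medium = Zinc-free HEPES/NaCl buffer, pH 7.4 | material = Procaspase-7 triple mutant (PC-7 D3A) | input = 2 µM procaspase-7 mutant as dispensed | signal = Epi-absorbance of released pNA at 405 nm, two timepoints | timing = 1 h preincubation, 2 h reaction | replicates = singlicate compound testing | evaluation = % activation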
# CR mimetic SO: reduction of superoxide in aged yeast, primary screen, HTS. S. cerevisiae aged cells, superoxide DHE fluorescence; hits give low values. actives 0.18% (n = 330,000). superoxide response (% of plate mean), % at 10 µM. AID 2690, 2010;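 active = superoxide response under a set limit, about three screen SD below normal, cut at about 65% in these data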;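 note: yeast aged for seven days with compound at 30 °C before DHE staining; 100% = average MFI of all compound-treated wells on the plate with controls excluded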
# * = called active by the depositor; . = not tested or not shown; [ ] = another dose, or the depositor's remark. No enrichment for hits; 3.8% or so of the library scored in one or more.
no.	SMILES	MEP2-GFP yeast	AHR activator	proCasp3 act	GASC-1 inh	LAP4 TOR yeast	RPL19A-GFP yeast	procasp7 counter	CR mimetic SO
1	O=S(=O)(NC1=NCCCCC1)c1ccc2sc(NS(=O)(=O)c3ccc4ccccc4c3)nc2c1	243*[may fluoresce violet]	-1	-21	0	83[may fluoresce violet]	41*[may fluoresce violet]	-31	95
2	CCN(CC)CCNC(=O)c1ccc2c(=O)n(C3CCCC3)c(=S)[nH]c2c1	102	4	-9	-5	92	98	13	90
3	C#CC(CC)(CC)NC(=O)Nc1ccccc1C(=O)OC	99	4	-13	-7	104	101	4	87
4	Cc1ccc(S(=O)(=O)N2CCN(C(=O)COc3ccc(-c4nnco4)cc3)CC2)cc1	102	0	9	-12	97	98	15	88
5	COc1ccc(OC)c(S(=O)(=O)N2CCC(C(=O)N3CCOCC3)CC2)c1	92	2	-4	-14	104	94	8	92
6	CC1Cc2ccccc2N1c1ncnc2nc[nH]c12 (stereo not given)	96	8	2	23	99	100	5	94
7	COc1ccc(-c2nnc(SCC(=O)Nc3c(Cl)cc(Cl)cc3C(=O)O)o2)cc1	99	0	2	-3	99	103	-8	90
8	COc1cc(C(=O)NCCCCCCNC(=O)c2cc(OC)c(OC)c(OC)c2)cc(OC)c1OC	107	0	-1	2	95	103	8	104
9	CCOC(=O)c1c(NC(=O)CCC(=O)N(CC)CC)sc2c1CC(C)(C)OC2	97	-2	2	-1	104	98	-2	98
10	Cc1cc(C)nc(NC(=O)C(c2ccccc2)c2ccccc2)c1	97	7	3	1	85	94	8	90
11	Cc1ccc(/C=N/NC(=O)CC2N=C(Cc3ccccc3)NNC2=O)cc1 (stereo not given)	107	41	-11	1	99	98	-3	126
12	COc1ccc(-n2c(Cc3cccn3C)nnc2SCC(=O)N2CCC(C)CC2)cc1	90	0	-11	-3	92	94	5	114
13	CCCCn1c(N)c(N(CCOC)C(=O)c2ccc(F)c(S(=O)(=O)N3CCOCC3)c2)c(=O)[nH]c1=O	86	1	5	-44	94	87	0	102
14	Cc1c(C(=O)NC2CCC(C)CC2)oc2ccccc12 (stereo not given)	100	6	8	3	99	101	-1	96
15	Cc1ccc(OCC(=O)NC(=S)Nc2ccc(Br)cn2)cc1	99	-1	-6	-3	104	98	-3	95
16	CC(=O)NNC(=O)c1csc(-c2csc(C)n2)n1	92	-1	5	.	101	94	1	98
17	CC(Sc1nc(C2CC2)n(-c2ccccc2)n1)C(=O)c1c(N)n(C)c(=O)n(C)c1=O (stereo not given)	102	-2	13	-3	95	101	10	111
18	COc1ccc(NC(=S)Nc2ccc3nccnc3c2)cc1	92	7	-10	7	104	98	-17	85
19	COc1cc(CNC2CCCCCC2)cc(OC)c1OC	99	-4	0	-2	96	100	1	119
20	O=[N+]([O-])c1ccc(/C=C/c2ccc3ccccc3n2)cc1	117	-16	0	-21	126	89	-1	96
21	Cc1cc(C)cc(OCCCn2ccnc2)c1	110	37	4	0	96	106	1	94
22	COc1cc(/C=C/C(=O)O)cc(S(=O)(=O)NC2CC2)c1OC	102	-1	3	-3	92	98	-3	87
23	COc1cccc(C2=NCCc3cc4c(cc32)OCO4)c1OC	104	24	8	0	99	101	6	108
24	N#Cc1c(Cl)nc(-c2cccnc2)nc1-c1ccccc1	112	31	0	-25	94	106	-2	120
25	COc1ccc(/C=C2/SC(=S)N(c3ccc(S(=O)(=O)Nc4nccs4)cc3)C2=O)cc1	97	-3	-18	-22	98	99	-24	97

# Structures listed above printed as active in MEP2-GFP yeast.
No.	SMILES	MEP2-GFP yeast	AHR activator	proCasp3 act	GASC-1 inh	LAP4 TOR yeast	RPL19A-GFP yeast
1	O=S(=O)(NC1=NCCCCC1)c1ccc2sc(NS(=O)(=O)c3ccc4ccccc4c3)nc2c1	243*[may fluoresce violet]	-1	-21	0	83[may fluoresce violet]	41*[may fluoresce violet]

# The listing picks up, starting two compounds before the break.
no.	SMILES	MEP2-GFP yeast	AHR activator	proCasp3 act	GASC-1 inh	LAP4 TOR yeast	RPL19A-GFP yeast	procasp7 counter	CR mimetic SO
24	N#Cc1c(Cl)nc(-c2cccnc2)nc1-c1ccccc1	112	31	0	-25	94	106	-2	120
25	COc1ccc(/C=C2/SC(=S)N(c3ccc(S(=O)(=O)Nc4nccs4)cc3)C2=O)cc1	97	-3	-18	-22	98	99	-24	97
26	COc1ccccc1C(C)NC(=O)c1cc(S(=O)(=O)N2CCCCC2)ccc1C (stereo not given)	102	-2	1	-7	113	106	-10	83
27	C=C(C)[C@@H]1CC=C(CN2CCN(Cc3ccccc3)CC2)CC1	94	2	10	2	93	100	-2	95
28	Cc1onc(-c2ccccc2)c1C(=O)n1cc(Br)cn1	103	12	10	-1	96	99	12	102
29	Cn1c(C(=O)NC2CC2)cc(=O)n(C)c1=O	96	5	7	1	96	100	4	111
30	CC1CCN(C(=O)NC(=O)c2ccc(Cl)cc2)CC1	101	-2	9	5	98	103	-4	98
31	O=C(NN=C1CCCC1)c1ccc(O)cc1	102	1	2	8	82	107	-1	101
32	Cc1nn(Cc2ccc(Cl)cc2Cl)c(C)c1NC(=O)Cn1nc([N+](=O)[O-])c(Cl)c1C	101	3	-3	-8	104	99	-1	112
33	CCOc1ccc(NC(=O)C2C3C=CC4(CN(C(C(=O)OC)C(C)C)C(=O)C24)O3)cc1 (stereo not given)	106	11	9	8	103	98	9	101
34	Cc1c(C(=O)Nc2ccc(F)c(F)c2)oc2ccc(S(=O)(=O)N3CCCCC3)cc12	107	5	5	-5	96	100	8	101
35	O=C(NCCCO)NC(=S)c1cccc2ccccc12	87	6	2	5	107	93	5	104
36	O=C(CC1SC(N2CCCC2)=NC1=O)Nc1ccc(C(=O)Nc2ncccc2O)cc1 (stereo not given)	101	5	-1	-2	110	102	9	97
37	O=c1c2ccccc2c(/C=N/c2nnc(Cc3ccccc3)s2)c(O)n1-c1ccc(Cl)cn1	98	2	2	1	121	92	-9	102
38	COc1cccc(CN(C)C(=O)c2ccc3nccnc3c2)c1	100	33	1	-11	100	104	0	88
39	Cc1cc2ncn(/N=C/c3ccc([N+](=O)[O-])o3)c2cc1C	103	35	3	-10	143	98	-5	109
40	O=C(NCc1cccnc1)C1CCCN(S(=O)(=O)c2ccccc2)C1 (stereo not given)	104	-1	2	2	110	103	10	97
41	O=C1NC(c2ccccc2)=NC1(NS(=O)(=O)c1ccc(Cl)cc1)C(F)(F)F (stereo not given)	101	3	0	-13	94	102	2	89
42	CCN(CC)c1ccc(/C=C/C(=O)c2cccnc2)cc1	99	2	5	-8	101	103	4	119
43	CCCc1c(O)nc(SC2CC(=O)N(c3cc(OC)ccc3OC)C2=O)[nH]c1=O (stereo not given)	104	4	-1	13	97	102	12	99
44	CCOc1cc(/C=N\NC(=O)C2C(=O)NCC2c2ccccc2)ccc1OC (stereo not given)	103	5	-1	5	97	103	5	124
45	CC(Oc1ccccc1)C(=O)N1CCN=C1SCc1ccccc1 (stereo not given)	81	-2	7	3	123	86	3	87
46	Cc1cccn2c(=O)c3cc(C(=O)N4CCCCC4C)sc3nc12 (stereo not given)	139	29	-3	-9	135	106	6	111
47	C/C(=N/Oc1nc(C)cc(C)n1)c1ccc(Br)cc1	105	2	-3	2	117	97	6	113
48	Cc1cc(Cl)ccc1NC(=S)NCCc1ccc(S(N)(=O)=O)cc1	101	1	2	1	101	100	2	85
49	O=C(COCc1cc(-c2ccc3c(c2)OCO3)on1)N1CCN(c2ccc(F)cc2)CC1	100	0	-4	-4	105	99	0	99
50	COc1ccc2oc(=O)c(-c3nnc(N)s3)cc2c1	106	45	-3	9	95	98	-7	89
51	NC1=NS(=O)(=O)NC1c1cccc(Cl)c1 (stereo not given)	100	1	-6	2	122	100	6	109
52	COc1ccccc1-c1nnc(SCCN2CCOCC2)n1-c1ccc(C)cc1	196*	6	-1	-5	100	71	3	85
53	O=C(C[n+]1cc(-c2ccccc2)n2c1CCCCC2)c1ccc(Cl)cc1	99	6	-2	-15	93	101	-2	92
54	CCN(CC(=O)Nc1c(F)cccc1F)C(=O)c1cccnc1Sc1ccccc1	92	0	1	-2	95	89	11	95
55	CN(C)c1nc(N2CCN(c3ccccc3)CC2)c(C#N)c(=O)o1	115	4	-1	0	111	101	-7	110
56	O=C(CN1C(=O)CSc2cc(S(=O)(=O)N3CCCCCC3)ccc21)NCCc1ccccc1	95	5	2	10	88	95	10	118
57	O=c1oc(-c2ccc(O)c(O)c2)cc2cc(O)cc(O)c12	97	11	-12	.	100	99	-9	102
58	COC(=O)c1cccc(N(C(=O)CNC(=O)c2ccco2)C(C(=O)NC2CCCC2)c2ccco2)c1 (stereo not given)	100	1	2	46	.	97	1	102
59	CN(c1ccccc1)S(=O)(=O)c1cccc(NC(=O)CSc2ncc(C(F)(F)F)cc2Cl)c1	108	-1	10	8	89	92	4	90
60	CC(C)=CCN1CCN(Cc2cc(C(C)C)n[nH]2)CC1CCO (stereo not given)	97	0	8	-10	98	96	6	79
61	CC1CN(C(=O)N2CCOCC2)CCN1C(=O)N1CCOCC1 (stereo not given)	100	4	4	-3	99	101	-8	113
62	CC1=C(/C=C/C(C)=C/C=C/C(C)=C/C(=O)Nc2ccc(O)cc2)C(C)(C)CCC1	103	-1	7	3	105	103	10	70
63	CC(C)NC(=O)NC(=O)CN1C(=O)NC(Cc2c[nH]c3ccccc23)C1=O (stereo not given)	111	1	-6	1	97	107	7	99
64	CCOC(=O)c1[nH]nc(C(=O)c2ccc(Br)cc2)c1O	95	-1	3	-25	96	101	5	98
65	CC(=O)N1CCN(c2ccc(OC[C@H]3CO[C@](Cn4ccnc4)(c4ccc(Cl)cc4Cl)O3)cc2)CC1	104	32	6	-25	135	103	0	91
66	Cn1c(Br)nc2c1c(=O)n(Cc1ccccc1)c(=O)n2C	105	2	-9	-9	89	109	-1	95
67	O=C(O)c1cc(-c2ccc(Cl)s2)[nH]n1	97	0	9	11	105	103	-5	110
68	COC(=O)c1ccc(-c2noc(CN(C)CCC3CCCCO3)n2)cc1 (stereo not given)	99	1	4	-8	116	96	-3	96

# Values by screen from the list:
# Entries 56–59 in AHR activator, in turn: 5, 11, 1, -1
# Entries 56–59 in LAP4 TOR yeast, in turn: 88, 100, ., 89

# Exported with one line to a screen: entries from further up.
67	O=C(O)c1cc(-c2ccc(Cl)s2)[nH]n1
53	O=C(C[n+]1cc(-c2ccccc2)n2c1CCCCC2)c1ccc(Cl)cc1
55	CN(C)c1nc(N2CCN(c3ccccc3)CC2)c(C#N)c(=O)o1
56	O=C(CN1C(=O)CSc2cc(S(=O)(=O)N3CCCCCC3)ccc21)NCCc1ccccc1
compound no.	67	53	55	56
MEP2-GFP yeast	97	99	115	95
AHR activator	0	6	4	5
proCasp3 act	9	-2	-1	2
GASC-1 inh	11	-15	0	10
LAP4 TOR yeast	105	93	111	88
RPL19A-GFP yeast	103	101	101	95
procasp7 counter	-5	-2	-7	10
CR mimetic SO	110	92	110	118
